# Avidin bead fluor = compound fluoresces at 488/530 nm on avidin beads. compound fluorescence 488/530 nm, flow cytometry; hits give high values. fluorescence (KMESF) at 10 µM. AID 1775. 220,000 tested, 0.38% active; in the data active means fluorescence above about 47; further: inactives centre near 10
# ABCG2 block = human ABCG2 inhibition, ABCB1 as counter-screen | 190,000 tested, 0.1% active | inhibition, % at 6.6 µM | IgMXP3 cells, JC-1 efflux, flow cytometry | AID 1325;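 active means inhibition above 80%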;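 further: 0% = DMSO and 100% = nicardipine control wells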
#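 Measure – % inhibition of efflux relative to nicardipine and DMSO · Test system – ABCG2 IgMXP3 and barcoded ABCB1 CCRF-Adr cell mix · Control set – nicardipine as high control, DMSO as low control · Compound – one concentration, 6.6 µM final · Signal – flow cytometry of retained JC-1 fluorescence · Timing – 10 min exposure at 25 °C with rotation, no wash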
# Rac1 mut GTP = alters GTP binding to activated mutant human Rac1; 190,000 tested, 0.11% active; AID 764; percent activity (GTP binding), % at 10 µM; P63000; GST-Rac1 activated beads, fluorescent GTP binding, flow cytometry; actives lie on both sides; 100% means binding = to untreated wells;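 active means GTP binding at least 20 percentage points away from the 100% baseline, in either direction, so actives lie on both sides; inconclusive means Compound likely fluorescent itself, or too few beads counted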
# Pf gametocyte = kills late stage P. falciparum gametocytes. P. falciparum stage V gametocytes, ATP luminescence, 24 h. 150,000 tested, 0.065% active. AID 743093. inhibition, % at 10.9 µM;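 active means inhibition above the mean plus 3 SD of compounds within the control limits, set per campaign, cut at about 38% in these data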;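 further: 0% = DMSO wells and 100% = medium only without gametocytes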
# GSH fluor = GSH bead compound fluorescence profile; 190,000 tested, 0.25% active; GSH beads flow cytometry, compound fluorescence 488/530 nm; hits give high values; AID 1776; fluorescence (KMESF) at 10 µM; in the data active means fluorescence above about 89;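 further: glutathione beads carrying GST-tagged Bcl family fusion proteins plus one bare bead set; values are compound well signal with DMSO vehicle wells as background; inactives centre near 16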
# Rab2A wt mod = changes GTP binding to wildtype dog Rab2A, up or down; P61105; GST-Rab2 wt beads, Bodipy-GTP binding, flow cytometry; GTP binding activity, % at 10 µM; 190,000 tested, 0.19% active;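 active means GTP binding activity at least 20 points away from 100%, either lowered or raised; inconclusive means signal likely due to the compound's own green fluorescence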;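 further: 0% = beads with excess unlabeled GTP and 100% = no-compound control corrected for plate trend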
# ABCB1 inh = human ABCB1 inhibition, ABCG2 as counter-screen; CCRF-Adr cells, JC-1 efflux, flow cytometry; inhibition, % at 6.6 µM; 190,000 tested, 0.067% active; in the data active means inhibition above about 40%;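 further: 0% = vehicle and 100% = reference inhibitor; higher value means more JC-1 retained so stronger ABCB1 efflux block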
# Target sequence (P08183 whole entry, looked up): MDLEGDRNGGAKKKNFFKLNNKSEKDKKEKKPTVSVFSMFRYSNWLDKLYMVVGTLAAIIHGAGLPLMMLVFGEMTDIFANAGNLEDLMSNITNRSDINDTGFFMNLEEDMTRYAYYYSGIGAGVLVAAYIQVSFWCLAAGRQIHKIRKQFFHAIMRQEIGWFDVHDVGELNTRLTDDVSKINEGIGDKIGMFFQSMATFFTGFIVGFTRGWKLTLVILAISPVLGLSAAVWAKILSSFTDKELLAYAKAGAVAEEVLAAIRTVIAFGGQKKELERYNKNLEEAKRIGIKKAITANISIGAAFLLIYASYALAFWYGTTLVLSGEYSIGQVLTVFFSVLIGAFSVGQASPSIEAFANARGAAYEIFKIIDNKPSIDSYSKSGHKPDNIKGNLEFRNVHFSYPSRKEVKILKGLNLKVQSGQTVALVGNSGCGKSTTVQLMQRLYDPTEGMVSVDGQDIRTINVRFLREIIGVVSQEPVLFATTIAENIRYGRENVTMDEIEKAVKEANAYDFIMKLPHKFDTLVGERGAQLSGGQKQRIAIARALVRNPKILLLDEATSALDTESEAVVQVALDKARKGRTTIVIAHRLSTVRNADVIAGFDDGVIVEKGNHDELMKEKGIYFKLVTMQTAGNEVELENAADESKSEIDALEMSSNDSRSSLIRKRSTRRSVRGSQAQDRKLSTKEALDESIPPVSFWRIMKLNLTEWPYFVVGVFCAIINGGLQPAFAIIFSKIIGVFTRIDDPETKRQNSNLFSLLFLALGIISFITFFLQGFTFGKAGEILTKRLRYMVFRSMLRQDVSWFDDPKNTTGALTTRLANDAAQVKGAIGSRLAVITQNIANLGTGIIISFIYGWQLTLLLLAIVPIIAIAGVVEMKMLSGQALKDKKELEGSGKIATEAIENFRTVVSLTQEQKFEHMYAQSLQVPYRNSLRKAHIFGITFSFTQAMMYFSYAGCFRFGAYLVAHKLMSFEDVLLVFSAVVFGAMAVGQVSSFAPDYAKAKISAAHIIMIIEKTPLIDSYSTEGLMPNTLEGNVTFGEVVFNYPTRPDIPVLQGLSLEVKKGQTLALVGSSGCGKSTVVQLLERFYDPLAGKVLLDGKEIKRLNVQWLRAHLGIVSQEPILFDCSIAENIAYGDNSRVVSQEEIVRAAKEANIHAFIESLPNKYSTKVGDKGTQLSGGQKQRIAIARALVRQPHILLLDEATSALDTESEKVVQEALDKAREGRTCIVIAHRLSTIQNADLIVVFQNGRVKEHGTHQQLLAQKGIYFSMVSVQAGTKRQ
# Cdc42 wt = changes GTP binding to wildtype human Cdc42; P60953; GST-Cdc42 beads, Bodipy-GTP binding, flow cytometry; actives lie on both sides; percent activity (GTP binding), % at 10 µM; 190,000 tested, 0.2% active;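 active means percent activity GTP binding at least 20 points away from the 100% baseline, either down as inhibitor or up as activator; inconclusive means compound flagged as likely green fluorescent from well-wide comparison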;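 further: median bead fluorescence of bound Bodipy-FL-GTP at 100 nM; 0% = excess unlabeled GTP control and 100% = no compound control; below 100% means less GTP binding so inhibitor and above means activator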
# Rac1 wt modul = modulators of human Rac1 wildtype GTP binding. GST-Rac1 beads, fluorescent GTP binding, flow cytometry; actives lie on both sides; 0 = cold GTP competed, 100 = untreated. GTP binding activity (% of control), % at 10 µM. 190,000 tested, 0.27% active. AID 757;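 active means GTP binding activity at least 20 points away from the 100% control level, either lower or higher; inconclusive means compound flagged as likely green fluorescent, judged across all proteins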
# HRas wt GTP bind = human HRas wildtype GTP binding, change in either direction; P01112; GST-Ras wt beads, Bodipy-FL-GTP binding, flow cytometry; actives lie on both sides; GTP binding activity, % at 10 µM; 190,000 tested, 0.14% active; AID 759;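 active means GTP binding activity at least 20% away from the 100% baseline, either lowered as inhibitor or raised as activator; inconclusive means flagged as likely green fluorescent, judged across all proteins in the well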;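 further: 0% = unlabeled GTP competition control and 100% = no-compound control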
# Rab7 wt modul = dog Rab7 wildtype GTP binding, inhibitors and activators; GST-Rab7 beads, fluorescent GTP binding, flow cytometry; actives lie on both sides; untreated = 100%, excess cold GTP = 0%; GTP binding activity (percent of control), % at 10 µM; 190,000 tested, 0.055% active;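 active means fluorescent GTP binding to Rab7 beads changed by at least 20 points from the 100% baseline, either direction, mostly lower; inconclusive means compound itself probably fluorescent, or too few beads counted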;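 further: median green fluorescence of bound Bodipy-FL-GTP per Rab7 bead population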
# * hit, by the source's call; u = inconclusive; x = no result given.
SMILES,Avidin bead fluor,ABCG2 block,Rac1 mut GTP,Pf gametocyte,GSH fluor,Rab2A wt mod,ABCB1 inh,Cdc42 wt,Rac1 wt modul,HRas wt GTP bind,Rab7 wt modul
CCOC(=O)NC(=O)CSc1nc2ccccc2[nH]1,10,9,95,26,20,93,0.3,93,98,99,95
S=C1N(c2ccccc2)C(c2cccc3ccccc23)N2CCCN12 (stereo not given),13,3,96,8,32,96,0.4,99,98,97,97
Cc1cccc(C)c1NC(=O)COC(=O)C1Cc2ccccc2CN1C(=O)c1ccccc1 (stereo not given),14,-1,98,12,3,96,2.0,98,101,99,99
Cc1cccn2c(=O)c3cc(C(=O)NCc4cccnc4)c(=N)n(C(C)C)c3nc12,30,4,94,3,13,97,0.3,96,93,95,97
COC(=O)c1ccc(COC(=O)c2ccc(CO)cc2)o1,11,x,98,x,8,100,x,101,103,101,96
COCCCNC(=S)Nc1ccc(OC(F)F)cc1C,8,0,94,-6,13,101,0.0,94,95,97,105
COc1cccc(/C=N/NC(=O)c2[nH]c(C)c(C(=O)N/N=C/c3cccc(OC)c3)c2C)c1,38,1,u,-3,5,u,0.7,u,u,u,u
CCCCc1cc(=O)oc2cc(O)ccc12,9,2,95,-9,26,100,-0.3,95,98,97,106
COc1ccc([N+](=O)[O-])cc1NC(=S)NC(NC(=O)Cc1ccc(OC)c(OC)c1)C(Cl)(Cl)Cl (stereo not given),6,10,79*,9,17,55*,1.6,54*,74*,57*,90
COC(=O)c1c(NC(=O)CC2SC(N)=NC2=O)sc2c1CCCC2 (stereo not given),41,1,94,x,16,96,0.1,96,95,96,96
C=CCn1c(SCC(=O)c2c(N)n(CCC)c(=O)n(C)c2=O)nc2sc(CC)cc2c1=O,13,4,98,9,23,99,2.9,100,100,98,97
Cc1nc(NC(=O)CSc2ccc(-c3nc4ccccc4[nH]3)cn2)sc1C,5,-1,98,-28,10,97,1.0,96,96,98,99
Oc1csc(Cc2nc(-c3ccc(Br)cc3)cs2)n1,9,0,94,10,25,103,-0.3,99,102,96,108
CS(=O)(=O)c1ccc2nc(NC(=O)Nc3cccc(Cl)c3)sc2c1,23,1,97,x,63,100,0.3,97,101,100,101
O=C(O)c1cccc(Nc2nc(N3CCOCC3)nc(N3CCOCC3)n2)c1,10,1,95,x,39,98,0.2,101,104,102,101
COC(=O)C1C(=O)c2c([nH]c(C(=O)OCCOC(C)C)c2C)CC1C (stereo not given),8,7,98,6,22,99,0.8,98,98,98,96
O=C(CN1CCN(c2ccccc2)CC1)Nc1cccc(C(F)(F)F)c1,6,-4,90,x,38,94,-2.3,92,92,94,95
C=CCNC(=O)Nc1ccc(F)c(Cl)c1,10,8,90,-11,19,96,1.6,101,98,96,104
Cc1ccc2c(c1)CC1(CN2C)C(=O)OC2(CCCCC2)OC1=O,28,5,100,x,23,101,0.3,106,106,101,101
COc1cc(CCC(=O)OCC(N)=O)cc(OC)c1OC,11,3,96,x,12,97,1.1,97,97,96,94
CC(=O)c1c(C)[nH]c(C(=O)CSc2nc3ccccc3c(=O)n2CCCO)c1C,12,8,93,3,77,97,0.8,97,98,95,94
CCC(CC)C(=O)NC12CC3CC(CC(C3)C1)C2,12,5,100,-2,35,100,0.3,102,105,103,102
Cc1ccc(NC(=S)Nc2ccc3cn[nH]c3c2)c(C)c1,9,6,97,8,16,97,-0.1,96,96,98,102
Cn1c(CSc2nc3ccccc3s2)nnc1SCC(=O)NCCN1CCOCC1,16,9,99,x,30,101,1.5,103,103,100,99
CC(c1ccccc1)C(CC(=O)O)C(=O)NC1CCCCC1 (stereo not given),5,0,98,x,27,99,0.1,101,102,97,99

# Another view of 4 compounds above:
> Cc1nc(NC(=O)CSc2ccc(-c3nc4ccccc4[nH]3)cn2)sc1C
  Avidin bead fluor: 5	ABCG2 block: -1	Rac1 mut GTP: 98	Pf gametocyte: -28	GSH fluor: 10	Rab2A wt mod: 97	ABCB1 inh: 1.0	Cdc42 wt: 96	Rac1 wt modul: 96	HRas wt GTP bind: 98	Rab7 wt modul: 99
> Oc1csc(Cc2nc(-c3ccc(Br)cc3)cs2)n1
  Avidin bead fluor: 9	ABCG2 block: 0	Rac1 mut GTP: 94	Pf gametocyte: 10	GSH fluor: 25	Rab2A wt mod: 103	ABCB1 inh: -0.3	Cdc42 wt: 99	Rac1 wt modul: 102	HRas wt GTP bind: 96	Rab7 wt modul: 108
> CS(=O)(=O)c1ccc2nc(NC(=O)Nc3cccc(Cl)c3)sc2c1
  Avidin bead fluor: 23	ABCG2 block: 1	Rac1 mut GTP: 97	Pf gametocyte: x	GSH fluor: 63	Rab2A wt mod: 100	ABCB1 inh: 0.3	Cdc42 wt: 97	Rac1 wt modul: 101	HRas wt GTP bind: 100	Rab7 wt modul: 101
> O=C(O)c1cccc(Nc2nc(N3CCOCC3)nc(N3CCOCC3)n2)c1
  Avidin bead fluor: 10	ABCG2 block: 1	Rac1 mut GTP: 95	Pf gametocyte: x	GSH fluor: 39	Rab2A wt mod: 98	ABCB1 inh: 0.2	Cdc42 wt: 101	Rac1 wt modul: 104	HRas wt GTP bind: 102	Rab7 wt modul: 101

# The list continues:
SMILES,Avidin bead fluor,ABCG2 block,Rac1 mut GTP,Pf gametocyte,GSH fluor,Rab2A wt mod,ABCB1 inh,Cdc42 wt,Rac1 wt modul,HRas wt GTP bind,Rab7 wt modul
O=C1c2ccccc2-c2onc3ccc(NCc4ccco4)c1c23,21,14,98,x,10,101,17,100,99,102,102
c1csc(C2Nc3cccc4cccc(c34)N2)c1,9,-2,90,x,33,91,-0.7,90,88,92,93
CN(C)C(=S)NC(=O)C(c1ccccc1)c1ccccc1,6,0,94,x,15,94,0.1,94,94,96,92
O=C(c1ccc(Cl)cc1)C1CCN(C(=O)NC2CCCCC2)CC1,5,1,96,-36,51,98,0.3,100,99,97,97
CC(C)(C)NC(=O)COC(=O)c1ccc(S(=O)(=O)N2CCCCCC2)cc1,7,3,103,22,14,104,0.4,106,106,105,102
CN(Cc1nc2ccccc2n1C)S(C)(=O)=O,10,2,101,28,9,105,0.1,107,112,107,104
Cc1ccccc1NS(=O)(=O)c1ccc(N2CCCC2=O)cc1,8,1,102,10,14,102,0.2,105,105,106,100
CCOc1ccc(NC(=O)CC(NCc2ccccn2)C(=O)O)cc1 (stereo not given),7,1,99,x,12,100,0.6,101,102,101,101
Cn1cnnc1SCC(=O)n1c2ccccc2c2ccccc21,11,4,95,1,3,99,1.5,99,97,98,93
Cc1ccc(-n2[nH]c(C)c(C=Nc3ccc(C)cn3)c2=O)cc1,9,1,98,-2,11,100,0.0,99,99,100,102
Cc1c(CC(C)C)nc(N)c(C#N)c1-c1ccccc1,11,1,102,x,13,102,0.1,105,105,104,106
O=C(COc1ncnc2ccccc12)c1ccc2c(c1)OCCO2,26,1,97,x,23,98,0.4,98,102,98,93
CCn1c(SCC(=O)c2cc(C)n(CC3CCCO3)c2C)nc2ccccc21 (stereo not given),14,12,100,x,16,103,2.0,106,103,102,102
Cc1c(-c2ccccc2)oc2c(C(=O)N3CCN(c4ccccc4F)CC3)cccc2c1=O,11,3,98,-9,25,99,2.2,98,104,94,96
Cn1c(=O)c2c(ncn2CC(=O)N/N=C/c2cn[nH]c2-c2ccc(F)cc2)n(C)c1=O,23,0,u,-23,9,u,-0.1,u,u,u,u
C/C(CCC(C)C)=N\Nc1cc(C)c2ccccc2n1,13,8,94,x,14,93,0.0,93,98,95,104
CCn1c(COc2ccc(C)cc2)nnc1SCC(=O)C(C)(C)C,8,4,99,-4,25,101,1.3,100,102,100,102
COC(=O)CSc1nnc(-c2cccnc2)n1-c1cccc(OC)c1,26,3,99,-10,26,102,0.4,100,102,102,101
COC(=O)c1ccc(OCC2c3cc(OC)c(OC)cc3CCN2C(C)=O)cc1 (stereo not given),18,1,92,-12,11,96,0.8,94,91,94,101
Cc1ccc(S(=O)(=O)C(C#N)c2nc3ccccc3nc2N2CCCC2)cc1C (stereo not given),34,0,103,x,46,105,0.1,103,106,105,105
Cc1c(Cl)cccc1NC(=O)CSCc1cc(=O)[nH][nH]1,19,-2,102,x,21,107,-0.3,107,103,106,110
O=C(CSc1ccccc1)Nc1cccnc1,9,2,94,x,56,94,0.2,95,92,96,99
CC1=C(C)CS(=O)N(c2ccc(S(N)(=O)=O)cc2)C1 (stereo not given),7,2,91,x,15,94,0.5,91,92,96,95
CCN1C(C)=C(C)S/C1=C1\SC(=S)N(N)C1=O,19,0,94,x,10,96,-0.7,96,103,97,103
CC(C)(C)c1ccc(COn2ccnc2)cc1,8,-1,94,2,20,100,-0.5,92,91,98,108
SMILES,Avidin bead fluor,ABCG2 block,Rac1 mut GTP,Pf gametocyte,GSH fluor,Rab2A wt mod,ABCB1 inh,Cdc42 wt,Rac1 wt modul,HRas wt GTP bind,Rab7 wt modul
CCNc1nc(Oc2ccc(C#N)cc2)cc(C(F)(F)F)n1,6,2,99,5,14,96,0.6,93,99,97,102
COCCSc1nc2c(c(=O)[nH]c(=O)n2C)n1CCC(C)C,6,3,102,x,14,104,0.8,109,111,103,101
Cc1c(/C=C2\SC(=O)N(CC(=O)Nc3ccc4c(c3)OCO4)C2=O)c2ccccc2n1C,18,-1,92,x,10,96,-0.3,95,97,100,99
O=C(O)c1ccc2c(c1)ncn2C1CCCCCC1,22,8,98,-14,18,96,1.4,104,106,100,94
COc1cc(NC(=S)Nc2ccc(N(C)C(C)=O)cc2)cc(OC)c1,17,2,95,x,20,99,0.3,93,95,99,106
c1coc(-c2nnc(-c3cccs3)o2)c1,9,3,98,-2,31,99,0.2,100,101,101,101
Cc1csc(N(C(=O)CCNC(=O)c2ccc([N+](=O)[O-])cc2)c2ccccc2)n1,18,22,102,-9,8,102,7.7,100,102,101,97
Cc1cc(C(=O)NNC(=O)Nc2cccc(C(F)(F)F)c2)no1,9,2,90,15,15,92,0.3,94,96,97,94
O=C1CNC(=O)c2c(nc3n2CCC3)N1,7,5,97,9,20,102,1.2,99,97,99,99
COc1nccnc1NS(=O)(=O)c1ccc(NC(=S)NC(=O)c2ccccc2F)cc1,21,24,92,-10,10,92,-0.6,97,95,92,95

# 2 records picked at random from those above:
SMILES,Avidin bead fluor,ABCG2 block,Rac1 mut GTP,Pf gametocyte,GSH fluor,Rab2A wt mod,ABCB1 inh,Cdc42 wt,Rac1 wt modul,HRas wt GTP bind,Rab7 wt modul
Cn1c(=O)c2c(ncn2CC(=O)N/N=C/c2cn[nH]c2-c2ccc(F)cc2)n(C)c1=O,23,0,u,-23,9,u,-0.1,u,u,u,u
Cc1ccc(-n2[nH]c(C)c(C=Nc3ccc(C)cn3)c2=O)cc1,9,1,98,-2,11,100,0.0,99,99,100,102

# Source: PubChem (several laboratories)
